Screening results: PubChem BioAssay, National Center for Advancing Translational Sciences (NCATS)
p53 reactivation: re-activators of mutant p53; H1299 p53-A138V BP100-luciferase reporter, luminescence, 24 h; Potency, µM (top dose mostly 92.2 µM), for inactives: top-dose activity change, positive = activation, most hits filed as activators; 320,000 compounds, 0.063% hits; also: potency is read from the fitted curve at half-maximal effect; % of control where 0% means no effect; nearly all actives have a fitted effect of over 45% in size
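H1299 (p53-null), stable ts p53-A138V + BP100-Luc; 1000 cells/well, Opti-MEM/10% FBS; cpd 4 pt, 1:5; 24 h, 37 deg C, 5% CO2; detection reagent 10 min RT; luminescence.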
Giardia kill: Giardia lamblia killing; Giardia lamblia trophozoite viability; activity change, % at 7.66 µM, hits read low; 340,000 compounds, 0.15% hits; AID 540267; in the data active = activity change below about -80%; inconclusive = between about -30% and that limit;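 also: parasites exposed to compound for two days anaerobically before the ATP read; % is scaled to controls: 0 for no effect and ±100 for the full control effect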
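Trophozoite viability was measured as ATP-dependent luminescence, read 15-30 min after reagent addition. Before that, parasites at 100 cells/well were exposed to compounds for 48 h, anaerobically, at 37 deg C.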
ELG1 genotoxic: induces genotoxicity in HEK293T cells with luciferase-tagged ELG1; HEK293T ELG1-luciferase reporter, luminescence, 16 h; AID 504466; Potency, µM (doses to about 46 µM), for the others: at the highest dose activity change, positive = activation, most hits filed as activators; 330,000 compounds, 1.3% hits; also: potency is read from the fitted curve at half-maximal effect; % of control where 0% means no effect; nearly all actives have a fitted effect of over 60% in size
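Reporter readout depends on ELG1 protein level, which increases with genetic stress. After 16 hr compound exposure at 37 °C, luciferase activity was quantified using ONE-Glo.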
FLuc modulator: firefly luciferase modulation, counter-screen for miR-21 project | P08659 | purified FLuc, Km substrates, luminescence inhibition | Potency, µM (highest dose often 57.5 µM), for inactives: at the top dose activity change, negative = inhibition, hits mostly inhibitors | 360,000 compounds, 6.9% hits;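 also: potency is read from the fitted curve at half-maximal effect; plate controls were vehicle for no effect and reference inhibitor for full effect; nearly all actives have a fitted effect of over 55% in size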
Target sequence (P08659 whole entry, looked up): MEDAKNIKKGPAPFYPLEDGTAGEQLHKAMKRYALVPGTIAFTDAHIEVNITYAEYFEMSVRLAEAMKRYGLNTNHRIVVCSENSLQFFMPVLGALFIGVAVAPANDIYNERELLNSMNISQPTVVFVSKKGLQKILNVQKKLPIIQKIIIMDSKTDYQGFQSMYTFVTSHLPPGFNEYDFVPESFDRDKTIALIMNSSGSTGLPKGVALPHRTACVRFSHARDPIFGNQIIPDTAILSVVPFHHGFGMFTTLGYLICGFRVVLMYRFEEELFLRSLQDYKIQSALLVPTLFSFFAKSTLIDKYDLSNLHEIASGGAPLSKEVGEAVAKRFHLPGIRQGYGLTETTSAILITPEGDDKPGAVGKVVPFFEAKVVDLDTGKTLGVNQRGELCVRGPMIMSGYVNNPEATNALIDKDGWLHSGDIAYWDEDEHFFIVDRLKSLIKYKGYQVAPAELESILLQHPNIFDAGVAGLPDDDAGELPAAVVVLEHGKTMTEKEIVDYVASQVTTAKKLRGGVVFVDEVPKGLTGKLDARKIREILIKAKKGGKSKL
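Purified P. pyralis luciferase (10nM final) with 10uM D-luciferin and 10uM ATP (Km levels) in 50mM Tris acetate pH 7.5, 10mM Mg acetate, 0.01% Tween-20, 0.05% BSA; qHTS 6-point titration, ~60 µM downward; luminescence read.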
PKM2 act: activators of human pyruvate kinase M2. P14618. Potency, µM (top dose mostly 57.5 µM), for inactives: at the top dose activation, usual class: activators. 260,000 compounds, 0.34% hits. purified PKM2, Kinase-Glo ATP luminescence, activation; response scale: 0% is enzyme alone, no compound; also: potency is read from the fitted curve at half-maximal effect; % is scaled to controls: 0 for no effect and ±100 for the full control effect; nearly all actives have a fitted effect of over 55% in size
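Purified hPK-M2 (>95%) run at intermediate activity with 0.1 mM ADP and 0.5 mM PEP in 50 mM imidazole pH 7.2, KCl, MgCl2; 1 h room temperature. ATP formed read by Kinase-Glo luminescence; normalized to uninhibited and no-enzyme controls.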
RORgamma inh: inhibitors of mouse ROR gamma transcriptional activity; Drosophila S2 Gal4-RORgamma UAS-luciferase reporter, 20 h; Potency, µM (titrated, usually from 53.6 µM), for the others: at the highest dose activity change, negative = inhibition, usual class: inhibitors; AID 2551; 310,000 compounds, 5.4% hits; P51450; also: potency is read from the fitted curve at half-maximal effect; % is scaled to controls: 0 for no effect and ±100 for the full control effect; nearly all actives have a fitted effect of over 60% in size
Target sequence (P51450 whole entry, looked up, the tested form may be a part): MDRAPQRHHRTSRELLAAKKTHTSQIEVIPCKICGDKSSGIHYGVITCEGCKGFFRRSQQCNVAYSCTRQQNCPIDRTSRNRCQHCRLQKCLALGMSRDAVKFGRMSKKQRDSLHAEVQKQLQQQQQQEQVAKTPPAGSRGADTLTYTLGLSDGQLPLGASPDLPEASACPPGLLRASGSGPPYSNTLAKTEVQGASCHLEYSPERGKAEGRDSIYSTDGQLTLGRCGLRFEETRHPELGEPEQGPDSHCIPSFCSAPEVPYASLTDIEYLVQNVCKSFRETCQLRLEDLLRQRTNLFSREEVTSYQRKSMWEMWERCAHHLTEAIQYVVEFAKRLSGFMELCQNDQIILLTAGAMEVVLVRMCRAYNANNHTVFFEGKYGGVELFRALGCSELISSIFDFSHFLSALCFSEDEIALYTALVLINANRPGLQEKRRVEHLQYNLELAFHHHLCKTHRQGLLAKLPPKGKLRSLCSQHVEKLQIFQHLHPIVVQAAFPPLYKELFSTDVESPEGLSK
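Drosophila Schneider cells stably carrying a metallothionein-driven Gal4 DBD–ROR gamma fusion and a UAS-Photinus luciferase reporter were exposed to compound for 1 hr, then induced with copper sulfate (700 uM final) for 20 hr at ambient temperature before luminescence reading.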
Gal4-VP16 FLuc: Gal4-VP16 reporter inhibition counter-screen; 310,000 compounds, 3.5% hits; Drosophila S2 Gal4-VP16 UAS-luciferase, luminescence, 20 h; Potency, µM (top dose mostly 53.6 µM), for the others: at the top dose activity, negative = inhibition, most hits filed as inhibitors; AID 2546;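 also: Gal4-VP16 expression switched on by copper sulfate through the metallothionein promoter; potency is read from the fitted curve at half-maximal effect; % is scaled to controls: 0 for no effect and ±100 for the full control effect; nearly all actives have a fitted effect of over 50% in size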
Rab9 promoter act: activators of Rab9 promoter; 320,000 compounds, 2.8% hits; Huh7 Rab9 promoter-luciferase reporter, luminescence, 24 h; Potency, µM (doses to about 9.22 µM), without a hit: top-dose activation, negative = inhibition, actives largely listed as activators; also: potency is read from the fitted curve at half-maximal effect; % of control where 0% means no effect; nearly all actives have a fitted effect of over 60% in size
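Steps: seed 1500 Huh7 Rab9-luc cells per well, rest 2 h at 37 °C; add compound in DMSO; incubate 24 h; add luciferase reagent, 10 min ambient; read luminescence.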
BRCA1 expr up: increases BRCA1 expression; 380,000 compounds, 1.1% hits; Potency, µM (titrated, usually from 46.1 µM), without a hit: top-dose activation, most hits filed as activators; MCF7-BRCA1-FFLuc reporter, luminescence, 48 h; response scale: scaled: vehicle 0%, 10 µM genistein 100%; also: potency is read from the fitted curve at half-maximal effect; nearly all actives have a fitted effect of over 80% in size; some results filed as inactive show a strong effect at the top dose
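MCF7 cells carrying a BRCA1-firefly luciferase reporter (2000 cells/well, phenol-red free MEM) were attached for 2 h at 37 °C, then given compounds for 48 h. Luminescence was read 15 min after luciferase reagent; activity normalized to genistein (10 microM) and DMSO.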
Menin-MLL TR inh: displaces Texas Red mutant MLL peptide from human menin. Potency, µM (highest dose often 61.6 µM), for the others: at the highest dose FP activity change, negative = inhibition, actives largely listed as inhibitors. Menin + Texas Red MLL mutant peptide, fluorescence polarization. 270,000 compounds, 0.23% hits; active = well fitted inhibition curve with a large enough effect in the polarisation, with a control signal flat, not every such curve was filed as active; inconclusive = small, poorly fitted or top-dose-only effect, or effect the other way, or a change in a side signal; inactive = no such curve, though single readings can be large or run the other way; the % refers to the polarisation; also: potency is read from the fitted curve at half-maximal effect; % of control where 0% means no effect; many of its hits are not listed in these tables
NPC1 prom act: activators of NPC1 promoter | Huh7 NPC1 promoter luciferase reporter, 24 h | Potency, µM (titrated, usually from 9.22 µM), for inactives: top-dose activation, usual class: activators | 320,000 compounds, 2.4% hits | AID 485313;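 also: potency is read from the fitted curve at half-maximal effect; % of control where 0% means no effect; nearly all actives have a fitted effect of over 60% in size; reporter is driven by a mutant NPC1 promoter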
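Stably transfected Huh7 (NPC1 promoter→luciferase), 1500 cells/well in Opti-MEM + 10% FBS, 2 h settle, then compound 24 h at 37 °C. Luminescence after 10 min with Amplite reagent.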
The depositor's hits bear a star; & = joins results of further samples; ! = repeats disagree; [ ] = dose if it differs, or a comment. Unless noted, calls follow the shape of the dose curve; as a rule, active = well fitted curve in the direction sought with a large enough effect; inconclusive = small, poorly fitted or top-dose-only effect, or another doubt; inactive = no such curve, though single readings can be large; an effect the other way counts as inactive or inconclusive. A portion of the library, so the mix of outcomes need not match the whole.

`O=[N+]([O-])c1ccc(OCc2cnc(Cl)s2)c([N+](=O)[O-])c1` gave p53 reactivation inconclusive, Giardia kill 0, ELG1 genotoxic 10%, FLuc modulator inconclusive, PKM2 act inconclusive, RORgamma inh inconclusive, Gal4-VP16 FLuc -20%[10 µM], Rab9 promoter act 18%, BRCA1 expr up -7%, Menin-MLL TR inh inconclusive and NPC1 prom act 0%.
COc1cc(-c2[nH]ncc2CN2CCSCC2)cc(OC)c1OC was read as p53 reactivation -2%, Giardia kill 5, ELG1 genotoxic 18µM*, FLuc modulator 2%, PKM2 act 1%, RORgamma inh 2%, Gal4-VP16 FLuc -2%, Rab9 promoter act -8%, BRCA1 expr up -60% and NPC1 prom act 0%.
Screening Cc1cnc(C(=O)OC(C)C(=O)NC2CCCc3ccccc32)cn1 (configuration not stated) returned p53 reactivation -1%, Giardia kill -8, ELG1 genotoxic 3%, FLuc modulator -1%, Rab9 promoter act -8%, BRCA1 expr up -3% and NPC1 prom act -1%.
For Cc1cccc(NC(=O)C2CCN(S(=O)(=O)c3c(C)[nH]c(=O)[nH]c3=O)CC2)c1 the results were p53 reactivation -9%, Giardia kill -5, ELG1 genotoxic 0%, FLuc modulator -1%, PKM2 act 10%, RORgamma inh 9%, Gal4-VP16 FLuc 3%, Rab9 promoter act -8%, BRCA1 expr up -3%, Menin-MLL TR inh 3% and NPC1 prom act 0%.
`CC(C)OC(=O)N(C)c1ccc(C(O)(C(F)(F)F)C(F)(F)F)cc1` gave p53 reactivation 24%, Giardia kill 3, ELG1 genotoxic 1%, FLuc modulator inconclusive, PKM2 act -5%, RORgamma inh 28%, Gal4-VP16 FLuc -20%, Rab9 promoter act 19%, BRCA1 expr up 4%, Menin-MLL TR inh -8% and NPC1 prom act 10%.
For Cc1nc(CCNC(=O)CC2C(=O)NCCN2CC(C)C)nc2c1CCC2 (configuration not stated) the results were p53 reactivation -2%, Giardia kill -7, ELG1 genotoxic 3%, FLuc modulator -1%, PKM2 act 3%, RORgamma inh -4%, Gal4-VP16 FLuc 1%, Rab9 promoter act 1%, BRCA1 expr up -14% and NPC1 prom act 0%.
For COc1ccc(CNC(=O)C2CC(c3ccccc3C(F)(F)F)=NO2)cc1 (configuration not stated) the results were p53 reactivation 1%, Giardia kill 17, ELG1 genotoxic 2%, FLuc modulator -3%, PKM2 act 0%, RORgamma inh 14%, Gal4-VP16 FLuc 0%, Rab9 promoter act -19%, BRCA1 expr up 2% and NPC1 prom act -9%.
For O=C(/C=C/c1ccc2c(c1)OCO2)N1CCN(c2ccccc2F)CC1 the results were p53 reactivation 5%, Giardia kill -5, ELG1 genotoxic 0%, FLuc modulator inconclusive, PKM2 act -5%, RORgamma inh -13%, Gal4-VP16 FLuc -3%, Rab9 promoter act -6%, BRCA1 expr up 18%, Menin-MLL TR inh 5% and NPC1 prom act 1%.
For CC(=O)N/C(=C/c1ccccc1)C(=O)N1CCCCC1 the results were p53 reactivation inconclusive, Giardia kill -3, ELG1 genotoxic 4%, FLuc modulator 4%, PKM2 act 10%, RORgamma inh 0%, Gal4-VP16 FLuc -5%, Rab9 promoter act -1%, BRCA1 expr up 6%, Menin-MLL TR inh 1% and NPC1 prom act -6%.
For COc1ccc(/C=N/Nc2ccccc2C(=O)O)cc1Cn1cc([N+](=O)[O-])cn1 the results were p53 reactivation 10%, Giardia kill -12, ELG1 genotoxic 12%, FLuc modulator 19µM*, PKM2 act 0%, RORgamma inh inconclusive, Gal4-VP16 FLuc -6%, Rab9 promoter act 22%, BRCA1 expr up inconclusive and NPC1 prom act 27%.
Screening NC(=NCCCCCCN=C(N)/N=C(\N)Nc1ccc(Cl)cc1)/N=C(\N)Nc1ccc(Cl)cc1 returned Giardia kill 8&-20&-19, ELG1 genotoxic inconclusive, FLuc modulator 9%&11%&-4%, PKM2 act -26%, RORgamma inh inconclusive, Gal4-VP16 FLuc 16µM*!, Rab9 promoter act -7%&-7%&-11%, BRCA1 expr up -48%&-50%&12%, Menin-MLL TR inh inconclusive and NPC1 prom act -11%&-6%&-9%.
Screening C=CCC1c2cccc(C(=O)OC)c2C(=O)N1c1ccccc1 (configuration not stated) returned p53 reactivation -5%, Giardia kill -7, ELG1 genotoxic -4%, FLuc modulator 0%, PKM2 act -11%, RORgamma inh 20%, Gal4-VP16 FLuc -1%, Rab9 promoter act 0%, BRCA1 expr up -1%, Menin-MLL TR inh -7% and NPC1 prom act 2%.
Screening Cc1cccc(NC(=O)CNC(=O)CCNC(=O)c2ccc(C(C)(C)C)cc2)c1C returned p53 reactivation -2%, Giardia kill 10, ELG1 genotoxic 1%, FLuc modulator inconclusive, Rab9 promoter act -1%, BRCA1 expr up 20% and NPC1 prom act -1%.
Cc1ccc(NS(=O)(=O)c2ccc(CCC(=O)O)cc2)cc1 was read as p53 reactivation 0%, Giardia kill -22, ELG1 genotoxic -3%, FLuc modulator 0%, PKM2 act 2%, RORgamma inh 0%, Gal4-VP16 FLuc -8%, Rab9 promoter act 0%, BRCA1 expr up 5%, Menin-MLL TR inh -5% and NPC1 prom act -3%.
For CCCC(=O)NC(=S)Nc1sc2c(c1C(N)=O)CCC2 the results were p53 reactivation 2%, Giardia kill 19, ELG1 genotoxic 10%, FLuc modulator 4.3µM*, PKM2 act -4%, RORgamma inh inconclusive, Gal4-VP16 FLuc 16%, Rab9 promoter act 20%, BRCA1 expr up 70%, Menin-MLL TR inh 4% and NPC1 prom act 12%.
`CC(C)n1c(=N)c(C(=O)NCCc2ccccc2)cc2c(=O)n3ccccc3nc21` gave p53 reactivation -5%, Giardia kill 7, ELG1 genotoxic -10%, FLuc modulator -2%, PKM2 act 2%, RORgamma inh -11%, Gal4-VP16 FLuc -4%, Rab9 promoter act -2%, BRCA1 expr up -49%, Menin-MLL TR inh inconclusive and NPC1 prom act 2%.
Screening CCOC(=O)N1CCN(C(=O)c2ccc(C)c(S(=O)(=O)Nc3ccccc3)c2)CC1 returned Giardia kill -5, FLuc modulator 2%, PKM2 act -12%, RORgamma inh 23%, Gal4-VP16 FLuc 0%, BRCA1 expr up -17% and Menin-MLL TR inh 8%.
Screening Cc1ccc(CN(c2ccc(C(=O)N3CCc4ccccc4C3)cc2)S(C)(=O)=O)cc1 returned p53 reactivation 0%, Giardia kill 0, ELG1 genotoxic -15%, FLuc modulator 1%, PKM2 act -1%, RORgamma inh 18%, Gal4-VP16 FLuc 2%, Rab9 promoter act -2%, BRCA1 expr up -48%, Menin-MLL TR inh -2% and NPC1 prom act -1%.
`O=C1CCN(S(=O)(=O)c2ccccc2)CCN1CCOCc1ccc(Cl)cc1` gave p53 reactivation -2%, Giardia kill 9, ELG1 genotoxic -9%, FLuc modulator 6%, PKM2 act inconclusive, RORgamma inh inconclusive, Gal4-VP16 FLuc -4%, Rab9 promoter act 1%, BRCA1 expr up -15% and NPC1 prom act -6%.
`CCc1nnc(NC(=O)CCN2C(=O)c3ccccc3C2=O)s1` gave p53 reactivation -1%, Giardia kill -16, ELG1 genotoxic 4%, FLuc modulator -2%, PKM2 act 0%, RORgamma inh 34%, Gal4-VP16 FLuc -14%, Rab9 promoter act 2%, BRCA1 expr up 0%, Menin-MLL TR inh inconclusive and NPC1 prom act 11%.
For CC(C(=O)N1CCc2ccccc21)N1CCN(S(=O)(=O)c2cccc(C(F)(F)F)c2)CC1 (configuration not stated) the results were p53 reactivation -4%, Giardia kill 7, ELG1 genotoxic -5%, FLuc modulator -1%, Rab9 promoter act 1%, BRCA1 expr up -35% and NPC1 prom act -10%.
Screening C=CCN=C1SC(C)C(=O)N1S(=O)(=O)c1ccccc1 (configuration not stated) returned p53 reactivation 5%, Giardia kill 1, ELG1 genotoxic -2%, FLuc modulator 0%, PKM2 act inconclusive, RORgamma inh -9%, Gal4-VP16 FLuc -2%, Rab9 promoter act -3%, BRCA1 expr up -18%, Menin-MLL TR inh 12% and NPC1 prom act 4%.
O=C(NCc1ccncc1)/C(=N/O)c1ccccc1 was read as p53 reactivation 1%, Giardia kill 0, ELG1 genotoxic -2%, FLuc modulator 2%, PKM2 act -1%, RORgamma inh 0%, Gal4-VP16 FLuc -9%, Rab9 promoter act -7%, BRCA1 expr up 16%, Menin-MLL TR inh 9% and NPC1 prom act -5%.
